HKDC1 inh: HKDC1 (human) hexokinase inhibition; Q2TB90; recombinant HKDC1, G6PDH/diaphorase resazurin coupled fluorescence; inhibition, % at 20 µM; 340,000 compounds, 0.16% hits; AID 493160;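 active means inhibition above about 35% when tested at 20 µM, limit read from the data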;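 further: plate controls were DMSO wells with enzyme for no effect and DMSO wells lacking enzyme for full effect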
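Test system: Recombinant HKDC1 (HK5) hexokinase enzyme, produced in-house | Input: HKDC1 at 5 µg/mL | Buffer or medium: Tris pH 8.0 buffer with MgCl2, Tween-20, BSA, BME | Schedule: 90 min reaction incubation at room temperature, dark | Technique: Resazurin-to-resorufin fluorescence via G6PDH and diaphorase coupling, 525/613 nm | Controls: DMSO wells with and without enzyme mix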
hIAP activ: increases human intestinal alkaline phosphatase activity. 330,000 compounds, 0.16% hits. activation factor at 10 µM. purified human IAP, CDP-Star luminescence, 30 min; hits give high values; 1 = vehicle-only enzyme, 0 = enzyme-free background. AID 2524. P09923;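 active means activation factor of the enzyme at least 2-fold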; further: the source names both 10 and 20 µM as test concentration; values of inactives mirror those of a sister screen read the other way
PfG6PD inh: PfG6PD (Plasmodium falciparum) enzyme inhibition; PfGluPho enzyme, NADPH resazurin-diaphorase fluorescence; inhibition, % at 20 µM; 350,000 compounds, 0.78% hits;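 active means inhibition reaching at least a set limit at 20 µM in the primary screen, cut at about 59% in these data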;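 further: 0% = DMSO wells with substrate and 100% = DMSO wells lacking glucose-6-phosphate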
ATG4B inhibitor: blocks human ATG4B protease cleavage of LC3 substrate. Q9Y4P1. ATG4B cleavage of LC3-PLA2, NBD-HPC fluorescence, 1 h. inhibition, % at 8.33 µM. 340,000 compounds, 0.51% hits. AID 504462; in the data active means inhibition above about 40%
Target sequence (Q9Y4P1 whole entry, looked up): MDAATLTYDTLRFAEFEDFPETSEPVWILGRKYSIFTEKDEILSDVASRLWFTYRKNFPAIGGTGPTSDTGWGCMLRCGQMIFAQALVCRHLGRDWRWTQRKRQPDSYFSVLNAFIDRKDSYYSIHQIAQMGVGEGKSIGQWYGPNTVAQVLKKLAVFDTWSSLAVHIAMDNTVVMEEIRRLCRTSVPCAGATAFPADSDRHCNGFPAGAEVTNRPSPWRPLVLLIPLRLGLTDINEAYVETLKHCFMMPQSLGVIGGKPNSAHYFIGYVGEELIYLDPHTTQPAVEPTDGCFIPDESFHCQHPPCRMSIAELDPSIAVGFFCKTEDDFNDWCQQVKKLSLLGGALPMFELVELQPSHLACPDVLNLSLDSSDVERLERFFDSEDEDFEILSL
mIAP inh: blocks mouse intestinal alkaline phosphatase; inhibition, % at 10 µM; purified mouse IAP, CDP-Star luminescence, 30 min; AID 2806; 330,000 compounds, 0.2% hits;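 active means inhibition of at least 40% at 10 µM in the primary screen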;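 further: plate controls were DMSO with enzyme for no effect and no enzyme wells for full effect; values of inactives mirror those of a sister screen read the other way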
mIAP activ: mouse IAP activation; muIAP, CDP-Star luminescence, 30 min; hits give high values; 1 = vehicle-only enzyme signal, 0 = enzyme-free wells; activation factor at 10 µM; 330,000 compounds, 0.24% hits;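 active means activation factor of at least 2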; further: the source names both 10 and 20 µM as test concentration; values of inactives mirror those of a sister screen read the other way
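also added = chemiluminescent substrate CDP-Star | test system = mouse IAP enzyme | signal = chemiluminescence readout | compound = DMSO-dissolved test compounds | incubation = 30 min at room temperature | benchmarks = DMSO wells, no-enzyme wells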
APOBEC3A inh: inhibitors of human APOBEC3A DNA deaminase | P31941 | recombinant A3A, FAM/TAMRA ssDNA deamination fluorescence | inhibition, % at 20 µM | 330,000 compounds, 0.41% hits;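 active means at least 40% inhibition at 20 µM here, with at most 30% in a related deaminase screen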;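 further: plate controls were A3A with DMSO for no effect and wells lacking A3A enzyme for full effect; some results filed as inactive read as strong as hits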
Target sequence (P31941 whole entry, looked up): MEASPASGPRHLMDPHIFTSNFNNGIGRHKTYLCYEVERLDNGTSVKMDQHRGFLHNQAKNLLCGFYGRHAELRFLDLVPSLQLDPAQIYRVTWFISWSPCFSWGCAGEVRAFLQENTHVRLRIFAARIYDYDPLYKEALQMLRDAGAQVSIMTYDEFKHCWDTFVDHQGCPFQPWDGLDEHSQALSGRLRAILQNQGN
hIAP block: human IAP inhibition. P09923. inhibition, % at 10 µM. 330,000 compounds, 0.12% hits. purified IAP, CDP-Star luminescence, 30 min;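 active means inhibition reaching a set limit with compound at 10 µM in the primary screen, cut at about 35% in these data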;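 further: plate controls were DMSO wells with enzyme for no effect and no-enzyme buffer wells for full effect; values of inactives mirror those of a sister screen read the other way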
The depositor's hits bear a star; / = no result given.

SMILES	HKDC1 inh	hIAP activ	PfG6PD inh	ATG4B inhibitor	mIAP inh	mIAP activ	APOBEC3A inh	hIAP block
COc1ccccc1N(C(=O)c1snc(C(N)=O)c1N)C(C(=O)NCc1ccccc1)c1ccc(C)o1 (stereo not given)	0	1.1	6	4	-3	1	-1	-12
CCCN1CCC(NC(=O)Cc2ccccc2C)CC1	-2	1.2	3	-2	-12	1.1	-4	-18
O=C(CNC(=O)c1ccccc1)Nc1ccsc1C(=O)O	-4	1	0	-2	3	0.97	-5	-5
O=c1cc(N2CCCCC2)c(-c2ccccc2)nn1Cc1c(Cl)cccc1Cl	3	0.87	-12	4	10	0.9	-1	13
CC(=O)Nc1ccc(NC(=O)CSc2nc(N)c(NC(=O)c3ccccc3F)c(=O)[nH]2)cc1	-1	0.96	-4	-4	-3	1	2	4
COc1ccc(N(CC(=O)NCCc2ccc(C)cc2)S(=O)(=O)c2c(C)noc2C)cc1	3	1.2	-3	-6	-9	1.1	-3	-18
C=CCn1c(=S)[nH]c2sc3c(c2c1=O)CCCC3	-2	0.76	-3	2	1	0.99	-10	24
O=C(NCc1ccc2c(c1)OCO2)c1cccc([N+](=O)[O-])c1	-3	1	-5	1	-7	1.1	-1	-1
CC(NC(=O)COc1ccccc1)C(=O)NCc1ccc(S(N)(=O)=O)cc1 (stereo not given)	-5	1.3	-19	-2	1	0.99	-2	-33
COc1cccc(OC)c1C(=O)Nc1ccc(N2CCN(C(=O)c3ccco3)CC2)cc1	0	1.1	10	4	-3	1	-6	-7
Nc1ccc(N2CCCCCC2)cc1	/	1.2	/	/	13	0.87	35	-18
O=C(NCc1ccccc1)c1c(F)c(F)c(F)c(F)c1F	-3	1.1	-2	-8	-2	1	-2	-6
Cc1ccccc1CC1(CO)CCCN(C(=O)CCN2CCCO2)C1 (stereo not given)	-5	1	21	-10	1	0.99	-5	-2
COC(=O)[C@@]1(C)[C@H]2C(=O)N(C)C(=O)[C@H]2[C@H]2CN=C(SCc3ccc(Cl)cc3)N21	-7	/	-9	-1	-8	1	4	/
Cc1ccc(CN2CCN(c3ccccn3)CC2)s1	-3	1.1	-10	7	3	0.97	-5	-13
C=CCN1C(=O)C(CC(=O)NCC)SC1=Nc1ccc(S(N)(=O)=O)cc1 (stereo not given)	-8	1.1	-19	-5	-6	1.1	-1	-11
COc1cccc(Nc2nnc(Cc3cccnc3)c3ccccc23)c1	5	0.95	19	-2	-2	1	-4	5
CC(=O)OC1OCCOC1NC(=S)NCc1ccco1 (stereo not given)	-3	1.2	-9	1	8	0.92	-3	-24
N#CC1(NC(=O)CN2C(=O)NC3(CCCCCC3)C2=O)CCCCC1	-2	0.84	2	6	3	0.97	-3	16
CCC(c1nnnn1Cc1ccccc1)N(Cc1ccco1)Cc1cc2cc(OC)ccc2[nH]c1=O (stereo not given)	1	1.2	6	-8	-2	1	-6	-18
CC(=O)N(C)c1ccc(N=Nc2c(C)[nH]n(-c3ccccc3)c2=O)cc1	6	0.94	4	0	11	0.89	-4	6
Cc1c(C(=O)N2CCCc3ccccc32)oc2ccc(S(=O)(=O)N3CCOCC3)cc12	-10	1.1	-15	-11	-11	1.1	3	-14
CCN1CCc2c(OCc3ccc(C)cc3)cccc2C1=O	-3	1.1	-12	6	17	0.83	-1	-10
COc1ccc(C(=O)NCc2cccs2)cc1S(=O)(=O)N1CCOCC1	-8	1	-7	5	5	0.95	3	-1
Clc1ccccc1Cn1nnc2c(N3CCOCC3)nc(C3CC3)nc21	0	1.1	10	-5	5	0.95	-12	-6

Fetched by structure from the list above, 3 records:
SMILES	HKDC1 inh	hIAP activ	PfG6PD inh	ATG4B inhibitor	mIAP inh	mIAP activ	APOBEC3A inh	hIAP block
O=C(NCc1ccc2c(c1)OCO2)c1cccc([N+](=O)[O-])c1	-3	1	-5	1	-7	1.1	-1	-1
Nc1ccc(N2CCCCCC2)cc1	/	1.2	/	/	13	0.87	35	-18
O=C(NCc1ccccc1)c1c(F)c(F)c(F)c(F)c1F	-3	1.1	-2	-8	-2	1	-2	-6

(continued)
SMILES	HKDC1 inh	hIAP activ	PfG6PD inh	ATG4B inhibitor	mIAP inh	mIAP activ	APOBEC3A inh	hIAP block
COc1ccc(OC)c(-c2cnc(OC(C)(C)C)nc2OC(C)(C)C)c1	-3	1	21	5	-4	1	-1	-3
COC(=O)c1ccc(C(=O)NC2CCCN(Cc3ccc(Cl)cc3)C2)nc1 (stereo not given)	6	0.83	-8	11	-4	1	-9	17
CC1Oc2ccccc2C=C1/C=N/NC(=O)c1ccccc1O (stereo not given)	-7	1.2	1	5	-4	1	2	-15
CCOC(=O)[C@@H]1[C@H]2COc3ccccc3[C@@H]2N2C(=O)N(c3ccc(C)cc3)C(=O)[C@]12C	6	0.73	-16	2	-6	1.1	9	27
Cc1nn2c(nc1=O)SCC(c1ccccc1)=N2	2	1	6	-10	-9	1.1	-2	-4
Cc1cc(C)cc(NC(=O)Nc2ccc(N3CCCCC3)cc2)c1	3	1.2	2	4	-100	2*	1	-18
COc1ccc(C2=NN(C(=O)CSc3nnnn3C)C(c3ccco3)C2)cc1 (stereo not given)	0	0.89	1	-5	3	0.97	-4	11
O=C(COC(=O)c1cc(S(=O)(=O)NCc2ccccc2)ccc1O)NCc1ccccc1	6	0.95	-4	-9	2	0.98	2	5
Cc1cc(NC(=O)C(C)SCC(=O)N(C)Cc2c(F)cccc2Cl)no1 (stereo not given)	-6	1	-6	4	-3	1	2	-5
CC(=O)c1ccc(OCC(=O)OCC(=O)NCc2ccco2)cc1	3	1.1	-20	-1	-8	1.1	-2	-10
CC1(C)OC(C)(C)/C(=C\c2ccccc2[N+](=O)[O-])C1=O	-2	0.88	-8	6	-7	1.1	-1	12
COc1ccc(/C=N\NC(=O)c2cc(O)c(O)c(O)c2)cc1COc1ccc(C(=O)OCC(C)C)cc1	2	1.5	24	15	4	0.96	0	-49
COC(=O)c1[nH]c2cc(OC)ccc2c1NC(=O)CCN1CCN(c2cccc(C)c2C)CC1	1	1.2	2	9	-6	1.1	-1	-16
Cc1nn(CCO)c2c1C(=O)CCC2	-3	0.87	-4	-4	-15	1.1	1	13
CN(C)c1ccc(NC(=O)CN2CCC(C(=O)c3ccc(F)cc3)CC2)cc1	14	1.2	16	-16	-15	1.2	-4	-16
CCOC(=O)COn1c(=O)c(-c2ccco2)[n+]([O-])c2ccccc21	-2	0.95	42	-12	13	0.87	1	5
COc1ccccc1-c1nnc(SCC(=O)Nc2ccc(N3CCOCC3)cc2)n1C	5	0.96	-6	-13	-8	1.1	1	4
COC(=O)CN1C(=O)COc2ccc(S(=O)(=O)N3CCOCC3)cc21	-6	1	7	-2	2	0.98	-4	-2
COc1ccc(CN2C(=O)c3ccccc3C2=O)cc1C(=O)OC(C)C(=O)NC(N)=O (stereo not given)	7	1.2	-24	0	-6	1.1	2	-18
Cc1ccc(-n2c3c(cc(C(=O)NC4CCSC4=O)c2=O)C(=O)CC(C)(C)C3)cc1 (stereo not given)	-9	0.84	21	-12	10	0.91	-2	16
O=C(CCSc1ccccc1)Nc1nccs1	-3	1.1	18	12	7	0.93	6	-10
COc1ccccc1C(=O)Nc1ccc(S(=O)(=O)Nc2cnc3ccccc3n2)cc1	-5	0.97	26	-5	6	0.94	-2	2
O=C(c1ccc(CS(=O)c2ccccc2Cl)o1)N1CCCCCC1 (stereo not given)	-5	0.82	7	2	7	0.93	-4	18
CC(=O)c1c(C)oc2ccc(NS(=O)(=O)c3ccc(F)cc3C)cc12	0	0.85	5	-13	3	0.97	5	15
O=S(=O)(NCC1CCCO1)c1cc(Cl)ccc1Br (stereo not given)	9	1	-6	-2	-5	1.1	-4	-1
SMILES	HKDC1 inh	hIAP activ	PfG6PD inh	ATG4B inhibitor	mIAP inh	mIAP activ	APOBEC3A inh	hIAP block
COc1cc(C(=S)N2CCCCC2)ccc1OCC(=O)Nc1ccccc1Cl	-5	0.98	-4	0	2	0.98	-1	2
COC(=O)c1cc(Cl)cc2c(CCO)c[nH]c12	2	1	-5	6	-2	1	1	-4
COc1ccc(/C(C)=N/Nc2nc3ccccc3n3cnnc23)cc1OC	-2	1.4	10	-10	-7	1.1	-2	-35
CCOC(=O)C1(Cc2ccccc2)CCCN(Cc2cnn(CC)c2)C1 (stereo not given)	-6	1.2	-8	-5	-10	1.1	2	-15
C=COCCNC(=S)Nc1cccc(Cl)c1	-7	0.82	5	-2	-19	1.2	-3	18
C/C(=C\c1ccccc1)CN1CCC(C(=O)N2CCC(C)CC2)CC1	0	0.97	-10	1	-1	1	-1	2
O=C(N/N=C/c1ccc(OC2CSC2)cc1)c1ccccc1	-13	1.1	17	-9	1	0.99	-5	-6
CN1CCN(S(=O)(=O)c2cccc(C(=O)Nc3cc(C(F)(F)F)ccc3N3CCCCC3)c2)CC1	5	1.1	23	4	7	0.93	44*	-8
O=C(NCc1ccccc1Cl)/C(=C\c1cccnc1)NC(=O)c1ccccc1	-7	0.88	-6	24	-6	1.1	2	12
CC(C)(C)c1ccc(S(=O)(=O)NCc2ccccn2)cc1	-3	1.1	10	-11	-3	1	0	-10
Cc1ccc(-c2nnc(SCC(=O)NC3CC3)o2)cc1	-6	0.95	-12	0	1	0.99	-2	5
Cc1ccc(C(=O)C2(C)C3c4cc(Br)ccc4OC(=O)C32C(=O)c2ccco2)cc1 (stereo not given)	6	1	-13	1	9	0.91	-3	-2
CCOc1ccccc1/C=N/NC(=O)c1nnn(-c2nonc2N)c1CN1CCCC1	-3	0.94	-4	-1	2	0.97	-5	6
O=C1C(=O)N(Cc2cccnc2)C(c2ccccn2)/C1=C(/O)c1ccc(Br)cc1 (stereo not given)	-1	0.94	-3	0	4	0.96	-2	6
O=C(CCS(=O)(=O)c1ccccc1)Nc1ccc(N2CCOCC2)cc1	-1	0.95	-9	0	-5	1.1	-3	5
O=C(c1coc2ccccc2c1=O)N1CCN(c2cccc(C(F)(F)F)c2)CC1	-4	0.81	-11	22	10	0.9	2	19
CCc1ccccc1OCC(=O)OCC(=O)N1CC(=O)Nc2ccccc21	-7	0.99	-16	-1	-2	1	-1	1
CCSc1nnc(SCC(=O)c2c(N)n(C)c(=O)n(C)c2=O)s1	4	1	-11	1	-1	1	-1	-3
CSc1ccc(CN(C)C(=O)c2cccc(S(=O)(=O)NCc3ccccc3)c2)cc1	-3	0.96	12	-6	-10	1.1	0	4
CC(C)N(C(=O)CSc1nnc(Cc2csc(Nc3ccccc3)n2)o1)C(C)C	1	1.2	20	3	24	0.76	1	-15
Cc1ccc(-n2nnnc2SCc2nnc(-c3ccccc3Br)o2)c(C)c1	-7	1.1	22	8	5	0.95	-4	-6
O=C(O)CCNC(=O)/C(=C/c1ccco1)NC(=O)c1ccco1	5	1.2	-12	3	2	0.98	-4	-16
S=C1NCCOCCNC(=S)NCCOCCOCCOCCN1	-2	1.1	5	-11	-5	1	1	-13
Cc1cccc(C(=O)NCC(=O)OCC(=O)c2ccc(Br)s2)c1	-8	1.1	-13	-2	-12	1.1	2	-8
Cc1ccc(C(=O)NCCNc2ncc(C(F)(F)F)cc2Cl)cc1[N+](=O)[O-]	1	0.93	15	-17	13	0.87	-1	7
Cc1ccc(NC(=O)COC(=O)CCc2nc3ccccc3c(=O)[nH]2)c(Br)c1	-2	0.92	5	-1	3	0.97	4	8
CCn1nnnc1SCC(=O)NNC(=O)C1CCCCC1	-6	0.96	-16	1	13	0.87	0	4
Cc1cnc(C(=O)OCC(=O)N2c3ccccc3CC2C)cn1 (stereo not given)	-7	0.95	-1	4	4	0.95	-3	4
CCc1nn(CC(=O)NCCCN(CC)CC)c(=O)c2cc3sc(C)cc3n12	-2	1	11	-8	-4	1	0	-3

Source: PubChem BioAssay (Sanford-Burnham Center for Chemical Genomics)
